# Source: PubChem BioAssay (National Center for Advancing Translational Sciences (NCATS))
# KCNH2 3.1 inh: blocks the human KCNH2 3.1 channel isoform; activity change, % (tested at about 1.8 µM); 340,000 compounds, 0.95% hits; U2OS KCNH2 3.1, thallium flux FluxOr; hits give low values;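 active means maximum activity change below -70%; inconclusive means maximum activity change from -70% to -50%; inactive means maximum activity change above -50%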;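 further: thallium influx rate constant from kinetic fluorescence after stimulation buffer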
#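 Thallium flux read-out: FluxOr dye with Red40 quencher in HBSS/HEPES, 45 min at RT. Rate constants from kinetic reads were normalized to positive and negative DMSO controls. Cells: U2OS virally expressing the 3.1 isoform.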
# Starred values were filed as active, the others as inactive; ? = inconclusive. On the % scale 0 is the no-effect control and ±100 the full control effect. A portion of the library; rates above refer to the full screens.
Molecule	KCNH2 3.1 inh
Cn1c(=S)c2[nH]c(SCC3CCCO3)nc2n(C)c1=O (configuration not stated)	2.2
CC(C)(C)S(=O)N1Cc2cc(=O)n(Cc3ccccc3)c(CCO)c2[C@@H]1CCO (some centres not stated)	10.9
CC1=C(C(=O)N2CCOCC2)CC(CC(=O)NC2CCCC2)C(=O)N1Cc1ccccc1 (configuration not stated)	-20.6
O=C(O)c1ccc(-c2cccc(Cl)c2)o1	2.3
C[C@@H]1CN([C@@H](C)CO)C(=O)c2cc(NS(C)(=O)=O)ccc2O[C@@H](C)CCCCO[C@H]1CN(C)C(=O)Nc1ccc2c(c1)OCO2	11.4
O=C(Cc1cccc(NC(=O)C2CCCN(C(=O)C3CCC3)C2)c1)Nc1ccc(C(=O)N2CCOCC2)cc1 (configuration not stated)	-0.2
COc1ccccc1NOC(=O)CCOc1ccccc1	-3.2
NS(=O)(=O)c1cc(Br)c2c(c1)S(=O)(=O)NCN2	5.2
CC(=O)N1CCC(C(=O)N2CCN(S(=O)(=O)c3ccc(Cl)s3)CC2)CC1	13.1
Cc1ccc(S(=O)(=O)N2C[C@H]3n4c(=O)ccc(=O)n4C[C@H](OC(=O)NC4CCCC4)[C@@]3(O)C2)cc1	-5.5
CCCCC(=O)N1C/C=C\[C@H](c2ccc(OC)cc2)N(Cc2ccc(F)cc2)C(=O)[C@@H]1C	-6.8
CN1OC[C@@H]2CN(Cc3cc(Cl)cc(Cl)c3)[C@H](c3cccc(-c4ccc(C#N)cc4)c3)C[C@@H]21	-0.4
O=C(NC1CCCCC1)c1ccc([N+](=O)[O-])cc1	11.4
COc1ccc(-c2ccc3c(c2)S(=O)(=O)c2cccc(C(=O)N4CCN(c5ccccn5)CC4)c2C3=O)cc1OC	2.6
CSc1ccccc1OCc1cc(C(=O)N2CCN(C)C(c3ccccc3)C2)no1 (configuration not stated)	-13.5
O=C(CN1CCOc2ccccc21)N1CCC(Cc2ccccc2)CC1	-35.1
O=C1NC(=S)NC(=O)C1Nc1ccc(Cl)cc1	-9.0
Cc1ccc(NC(=O)C2CCCO2)c(Br)c1 (configuration not stated)	-5.1
CC(=Nc1ccccc1)C1=C(O)C(Cc2cccc(F)c2)NC1=O (configuration not stated)	1.4
CCN1C[C@@H]2[C@@H]3C(=O)N(Cc4ccccc4)C(=O)[C@@H]3[C@](CC)(C1=O)N2C(=O)c1ccc(Br)cc1	-4.0
CC(C)(C)N1CC(C(=O)Nc2ccc(C(N)=O)cc2)CC1=O (configuration not stated)	15.4
C[C@H]1C=C(C(=O)NCc2nc3ccccc3[nH]2)O[C@@H](OCCCCO)C1	-0.1
Cc1cn(C2OC(CC(=O)Oc3ccccc3)C(O)C2O)c(=O)[nH]c1=O (configuration not stated)	0.8
O=C(CSc1nnc(-c2ccccc2F)n1C1CC1)N1CCCC1	16.4
CC1(C)C[C@H](O)[C@@]23C[C@@H](OC2=O)[C@]2(C)C(=CCC4[C@@]5(C)CC[C@H](O)C(C)(C)C5CC[C@]42C)[C@@H]3C1 (some centres not stated)	1.4
COc1cccc(-c2cc(C(=O)Nc3ccccc3)c3ccccc3n2)c1	-4.4
CCN(C(=O)COC(=O)c1ccccc1NCc1ccco1)c1c(N)n(Cc2ccccc2)c(=O)[nH]c1=O	-8.2
C[C@H](O)[C@@H]1C(=O)N2CCc3c([nH]c4ccccc34)[C@@H]2C[C@@H]1N(C)C(=O)Nc1ccccc1	-0.9
CC(=O)N1CCN(S(=O)(=O)c2cccc(C(=O)NNC(=O)c3ccc(Br)cc3)c2)CC1	10.1
COc1ccc(C(=O)CSc2nc3nn(-c4ccccc4)c(=O)c-3c3n2CCCCC3)c(OC)c1	2.7
CC(C)C(=O)NCCc1nc(-c2ccc(Cl)cc2)no1	-11.7
COc1cc2c(cc1OC)-c1nnc(-c3cccs3)n1C(C)(C)C2	5.8
COc1ccc(OC)c(CN2CCN(C(=O)c3ccc(S(=O)(=O)N4CCCCCC4)cc3)CC2)c1	-5.7
Cc1c(NS(=O)(=O)c2cc([N+](=O)[O-])ccc2Cl)c(=O)n(-c2ccccc2)n1C	-1.5
CCOc1ccc(NC(=O)CN(C)C(=O)c2cc(-c3ccco3)nc3ccccc23)cc1OCC	-20.4
COc1ccc(-c2sc(Nc3cccc4ccccc34)n[n+]2C)c(C)c1C	-11.9
C[C@H](CO)N1C[C@H](C)[C@@H](CN(C)Cc2ccc3c(c2)OCO3)OCc2cnnn2CCCC1=O	-0.4
COC(=O)c1cccc(NC(=O)CCN2C(=O)NC(C)(C)C2=O)c1	7.5
CC(C)C(=O)Nc1cccc(COc2ccccc2CN(Cc2ccccc2)C(=O)OC(C)(C)C)c1	7.4
CCCC(=O)NC(=S)Nc1c(C)cc(Br)cc1C	-0.4
O=[N+]([O-])c1cccc(S(=O)(=O)Nc2ccccn2)c1	3.7
O=C(COC(=O)c1cccc(OC(F)F)c1)Nc1cc(S(=O)(=O)N2CCCC2)ccc1Cl	-3.0
CCc1ccc(CNC(=O)C2CCN(S(=O)(=O)N3CCCCC3)CC2)cc1	-4.8
COc1ccc(-c2ccc(CN3C(C(C)C)C(=O)N(Cc4cn(CCC5OCCCO5)nn4)CCS3(=O)=O)cc2)cc1OC (configuration not stated)	8.8
CCOC(=O)[C@@H]1CSCCS(=O)(=O)N1Cc1ccccc1Br	11.8
O=C1NC(=O)C(Cc2ccccc2)(c2ccccc2)N1 (configuration not stated)	14.1
O=C(CCC1CCN(Cc2nccs2)CC1)Nc1ccccc1	2.4
CCCN(CC)c1ncnc2[nH]ncc12	0.6
CC(=O)Nc1ccc(NC(=O)CSCc2ccccc2Cl)cc1	3.7
O=C(NC1CC1)c1cccc(NC(=O)C2CC2)c1	0.2
c1ccc(C(CN2CCCCC2)Oc2ccccn2)cc1 (configuration not stated)	-21.6
Nc1ccn([C@@H]2O[C@H](CNCc3ccc(-c4cc(C(F)(F)F)ccc4Cl)o3)[C@@H](O)[C@H]2O)c(=O)n1	12.5
CC1C(=O)N(Cc2cn(CCC3OCCO3)nn2)CCS(=O)(=O)N1Cc1ccc(-c2cccc(CO)c2)cc1 (configuration not stated)	2.5
COc1ccc(NC(=O)CNc2ccc(OC)c(S(=O)(=O)N3CCOCC3)c2)cc1	-6.3
CC(C)(C)OC(=O)N1CCN(C(=O)c2ncn3c2c(=O)[nH]c2ccccc23)CC1	-0.8
N#Cc1ccc(NC(=O)NN2CCCCCC2)cc1	-2.3
CC(=O)N1CCC(N(CCCOC(C)C)C(=O)Nc2ccc(Cl)cc2)CC1	?
CC(C)Cc1csc(=S)[nH]1	13.8
CCCCCCCCCCCCCCC(O)C[N+](C)(CCO)CCO (configuration not stated)	-11.2
Cc1ccc(C2(C)NC(=O)N(CC(=O)N3CCN(S(=O)(=O)c4ccccc4[N+](=O)[O-])CC3)C2=O)cc1 (configuration not stated)	1.8

# Some of these compounds in order of heavy-atom count, descending:
Molecule	KCNH2 3.1 inh
COc1ccc(-c2ccc(CN3C(C(C)C)C(=O)N(Cc4cn(CCC5OCCCO5)nn4)CCS3(=O)=O)cc2)cc1OC (configuration not stated)	8.8
Nc1ccn([C@@H]2O[C@H](CNCc3ccc(-c4cc(C(F)(F)F)ccc4Cl)o3)[C@@H](O)[C@H]2O)c(=O)n1	12.5
COc1ccc(NC(=O)CNc2ccc(OC)c(S(=O)(=O)N3CCOCC3)c2)cc1	-6.3
CC(C)(C)OC(=O)N1CCN(C(=O)c2ncn3c2c(=O)[nH]c2ccccc23)CC1	-0.8
c1ccc(C(CN2CCCCC2)Oc2ccccn2)cc1 (configuration not stated)	-21.6
O=C(NC1CC1)c1cccc(NC(=O)C2CC2)c1	0.2

# Going on with the list:
Molecule	KCNH2 3.1 inh
COc1ccc(-n2nc3c(c2NC(=O)COc2ccccc2OC)CS(=O)(=O)C3)cc1	3.1
COc1ccc(S(=O)(=O)N(C)[C@H]2C[C@H]3c4cc(-c5ccccc5)ccc4CCN3C(=O)[C@H]2[C@H](C)O)cc1	-2.9
Nc1nc(=S)c2[nH]c(=S)[nH]c2[nH]1	-5.6
NN=C1c2ccccc2-c2ccc(N)cc21	-19.6
O=C(Cc1cccc(NC(=O)C2CCCN(C(=O)CCc3ccccc3)C2)c1)Nc1ccc(C(=O)N2CCOCC2)cc1 (configuration not stated)	?
O=C(NCCCCCCNC(=O)OCc1ccccc1)OCc1ccccc1	-12.6
O=C(N/C(=C/c1ccc(F)cc1)C(=O)N1CCOCC1)c1ccco1	1.7
COc1ccc([C@H]2C[C@@H](n3cc(COC(=O)c4ccccc4)nn3)[C@H](O)CN2C(=O)C2CCCCC2)cc1	-17.4
CCOC1=CC(=O)N(Cc2ccccc2)C1	6.2
C#CCN(C[C@H]1[C@H](OC(=O)NCc2ccc(OC)c(OC)c2)[C@H](OC(=O)NCc2ccc(OC)c(OC)c2)C[C@@H](C(=O)OC)[C@H]1C(=O)OC)S(=O)(=O)c1ccc(C)cc1	-0.5
CN(Cc1ccccc1)S(=O)(=O)c1ccc(NC(=O)c2ccccc2C(=O)O)cc1	1.3
Cc1ccc(C(=O)COC(=O)CSc2cccc3cccnc23)c(C)c1	5.3
O=C(NCCc1ccccc1)c1cccc(NC(=O)c2ccccc2)c1	-1.0
Cc1cn([C@H]2C[C@H](O)[C@@H](CNCc3cccn3-c3ccncc3)O2)c(=O)[nH]c1=O	31.1
Cc1ccc2nc3n(c(=O)c2c1)-c1ncccc1C(=O)NC3Cc1ccc(O)cc1 (configuration not stated)	-15.6
CCC1(CC)SC(N)=NC1=O	-32.1
Cc1[nH]c(=O)c(Cc2ccccc2)c(O)c1C#N	-1.1
CC1(C)CC(=O)C=C(c2ccccc2CO)C1=O	1.4
O=C(Nc1ccc(OCC(F)(F)C(F)F)c(C(F)(F)F)c1)c1ccc(Cl)cc1	?
CCN(C(=O)CSc1nc2cc(C(=O)O)ccc2c(=O)n1-c1ccccc1F)C1CCS(=O)(=O)C1 (configuration not stated)	-4.1
CCOC(=O)c1ccc(COC(=O)c2ccc(-c3nnc(-c4ccccc4)o3)cc2)o1	-11.6
CCOC(=O)C1CC(=O)c2ccccc2C1c1ccccc1 (configuration not stated)	-3.6
C=CCN(C(C(=O)OC)C(C)C)S(=O)(=O)CCNCc1ccccc1 (configuration not stated)	-5.3
CC(Sc1nc(N)cc(=O)[nH]1)C(=O)Nc1ccc(N2CCOCC2)cc1 (configuration not stated)	-5.7
CCc1ccc(N2CC(C(=O)Nc3ccc(OC)c(S(=O)(=O)N4CCOCC4)c3)CC2=O)cc1 (configuration not stated)	-24.1
O=C(NC(=S)Nc1cccc(Cl)c1)c1cncc(Br)c1	3.8
N#CCC(C(=O)c1cccnc1)c1ccccc1 (configuration not stated)	11.2
COc1cccc(S(=O)(=O)N(C)C[C@@H]2OCc3cnnn3CCCC(=O)N([C@@H](C)CO)C[C@@H]2C)c1	-6.0
Cc1cc(Nc2ccc(Br)cc2)nc2ccccc12	-23.4
CCOC(=O)/C=C1/SCC(=O)N1CC(=O)Nc1ccccc1OC(F)F	-7.5
S=C(NCCc1ccccc1)Nc1ncccn1	-3.5
CCOCC(=O)NC1CCc2cc(OC(=O)COCC)c(OC)c(OC)c2-c2ccc(SC)c(=O)cc21 (configuration not stated)	-21.4
CCOC(=O)C1=C(C)N(CCCC(=O)O)C(=O)NC1c1ccccc1 (configuration not stated)	-6.6
N#CCC(=O)Nc1ccc(C(=O)OC(C(=O)Nc2ccc([N+](=O)[O-])cc2Br)c2ccccc2)cc1 (configuration not stated)	18.4
Cc1noc(C)c1COc1ccccc1C(=O)N1CCN(S(=O)(=O)c2ccc(C(C)C)cc2)CC1	1.5
CCN(CC)C(=O)C(C)N1c2cccc3cccc(c23)S1(=O)=O (configuration not stated)	-8.0
Cc1cc(C)c(C)c(S(=O)(=O)N2CCC(C(=O)N3CCN(c4ccc(F)cc4)CC3)CC2)c1C	-5.4
O=C1CC(N2CCN(C3CCc4ccccc4C3)CC2)C(=O)N1c1ccccc1 (configuration not stated)	-49.1
CC1CN(C)C(C)CC1OC(=O)C(c1ccccc1)c1ccccc1 (configuration not stated)	8.6
Cn1c(=O)[nH]c2c(cnn2C)c1=O	13.8
COc1ccc(CN2[C@@H](CC(=O)O)c3cc(F)ccc3S2(=O)=O)cc1	3.5
Cc1c(C)c2cc(Cl)c(OCC(=O)NCCCN3CCCC3=O)cc2oc1=O	-1.3
O=C(NC(=S)Nc1ccc(-c2ccccc2)cc1)c1ccccc1	0.2
Nc1cc(=O)[nH]c(=O)n1CCCc1ccccc1	-2.4
COc1ccc(NC(=O)C2CC(=O)N(c3ccccc3F)C2)cc1S(=O)(=O)N1CCCCC1 (configuration not stated)	5.6
Cc1cc(O)c(C(C)C)cc1NC(=O)Nc1ccc([N+](=O)[O-])cc1	5.5
CSc1ccccc1C(=O)OCC(=O)Nc1c(C)n(C)n(-c2ccccc2)c1=O	7.5
CN1OC[C@@H]2CN[C@H](c3cccc(-c4ccccc4)c3)C[C@@H]21	19.2
Cc1cc(C)c(C)c(S(=O)(=O)N2CCN(C(=O)c3ccco3)CC2)c1C	8.3
CNC(=O)c1ccc(NC(=O)c2ccccc2OCc2c(C)noc2C)cc1	11.4
COc1ccc(NC(=S)NC(=O)c2cncc(Br)c2)cc1	10.9
O=C(NCC(c1ccco1)N1CCCC1)c1cccc(S(=O)(=O)N2CCc3ccccc32)c1 (configuration not stated)	-19.3
Nc1c(NC=O)c(=O)n(Cc2ccccc2)c(=O)n1Cc1ccccc1	15.7
COc1ccc(C(=O)c2ccc(C)cc2)c(OC)c1OC	14.5
CC(C)(C)S(=O)(=O)N1Cc2ccc(CO)cc2[C@H]1CCO	0.3
O=[N+]([O-])c1csc2ccccc12	-16.5
